CHT inh = inhibits the human high affinity choline transporter. Q9GZV3. CHT-expressing cells, membrane potential dye, choline response; active compounds read low. B-score at 10 µM. hit rate 0.86% among 310,000. AID 488975;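 active means B-score over 3 SD under the library average, and starting fluorescence ratio not unusually high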;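 further: choline stimulus applied at its EC90 after an EC20 pre-addition; B-score computed on integrated fluorescence ratio after choline addition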
Target sequence (Q9GZV3 whole entry, looked up): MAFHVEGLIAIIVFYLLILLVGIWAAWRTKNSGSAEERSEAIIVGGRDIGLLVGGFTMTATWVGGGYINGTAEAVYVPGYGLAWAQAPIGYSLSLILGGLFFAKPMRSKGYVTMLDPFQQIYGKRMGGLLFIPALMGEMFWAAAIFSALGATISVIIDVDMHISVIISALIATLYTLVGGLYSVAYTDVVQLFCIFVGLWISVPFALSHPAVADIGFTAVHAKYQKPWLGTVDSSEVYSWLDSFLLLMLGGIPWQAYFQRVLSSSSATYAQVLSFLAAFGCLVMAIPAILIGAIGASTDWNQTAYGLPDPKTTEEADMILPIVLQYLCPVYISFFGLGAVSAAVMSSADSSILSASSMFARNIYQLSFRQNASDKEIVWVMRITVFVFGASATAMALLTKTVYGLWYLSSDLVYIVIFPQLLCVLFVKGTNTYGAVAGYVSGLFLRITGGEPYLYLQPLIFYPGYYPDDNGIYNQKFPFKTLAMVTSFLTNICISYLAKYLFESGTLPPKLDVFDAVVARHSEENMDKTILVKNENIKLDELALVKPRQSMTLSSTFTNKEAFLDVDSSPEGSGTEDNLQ
Kir21 inh = Kir2.1 (mouse) channel inhibition; P35561; HEK293-Kir2.1, FluxOR thallium flux fluorescence; active compounds read low; B-score at 10 µM; hit rate 0.85% among 310,000; AID 1672;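 active means fluorescence ratio B-score at or below minus 3 SD of library scores, with starting-brightness B-score within 2 SD, cut at about -4.2 in these data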;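 further: channel flux triggered by added potassium and thallium sulfate stimulus; B-score of peak minus minimum fluorescence over baseline after thallium stimulus; more negative B-score means stronger Kir2.1 block with less thallium influx; some compounds called inactive have numbers as strong as hits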
Target sequence (P35561 whole entry, looked up): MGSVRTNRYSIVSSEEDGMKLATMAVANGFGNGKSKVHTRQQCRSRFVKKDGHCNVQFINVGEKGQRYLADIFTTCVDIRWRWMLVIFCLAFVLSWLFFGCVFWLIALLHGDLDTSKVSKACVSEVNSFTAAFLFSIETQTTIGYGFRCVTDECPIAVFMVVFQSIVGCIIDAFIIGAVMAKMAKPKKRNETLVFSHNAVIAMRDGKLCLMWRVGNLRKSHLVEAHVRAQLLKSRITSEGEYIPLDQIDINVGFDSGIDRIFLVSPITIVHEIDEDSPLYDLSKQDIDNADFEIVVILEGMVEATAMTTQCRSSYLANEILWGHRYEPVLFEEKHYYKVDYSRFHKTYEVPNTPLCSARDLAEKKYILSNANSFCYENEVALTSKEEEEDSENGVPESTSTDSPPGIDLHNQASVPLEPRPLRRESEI
The depositor's hits bear a star.

Screening O=C(N/N=C/c1ccc2c(c1)OCO2)/C(=C/c1ccc2c(c1)OCO2)NC(=O)c1ccccc1 returned CHT inh inactive and Kir21 inh 1.4.
For CCc1cccc(NC(=O)CCc2c(C)nn(-c3ccc(N4CCOCC4)nn3)c2C)c1 the results were CHT inh inactive and Kir21 inh -1.9.
Screening Cn1c(SCC(=O)NCC2CCCO2)nnc1-c1ccc(S(=O)(=O)N2CCCC2)cc1 (stereo not given) returned CHT inh inactive and Kir21 inh -0.35.
Screening O=C(c1ccccc1)N1CCCC(c2nc3c(nnn3Cc3ccccc3)c(=O)[nH]2)C1 (stereo not given) returned CHT inh inactive and Kir21 inh 0.8.
Screening c1cnc2ccc(-c3ccc4ncccc4c3)cc2c1 returned CHT inh inactive and Kir21 inh 0.15.
Screening CCOc1ccc(NC(=O)c2ccc(F)cc2F)cc1 returned CHT inh inactive and Kir21 inh 0.08.
COc1cccc(CN2CCNC(=O)C2CC(=O)NCc2cn3ccc(C)cc3n2)c1OC (stereo not given) was read as CHT inh inactive and Kir21 inh 1.6.
`Cc1nnc2ccc(-c3cccc(NC(=O)c4ccc(Br)o4)c3)nn12` gave CHT inh inactive and Kir21 inh 0.75.
Screening O=C(CN1C(=O)CSc2ccc(S(=O)(=O)N3CCCCC3)cc21)NCc1cccnc1 returned CHT inh inactive and Kir21 inh -0.63.
For c1ccc(-c2nnnc3ccccc23)cc1 the results were CHT inh inactive and Kir21 inh -1.8.
Cc1ccc(C)c(NC(=O)/C(C#N)=C/c2cn(CC(=O)NCc3ccco3)c3ccccc23)c1 was read as CHT inh inactive and Kir21 inh -2.3.
Cc1cccc(CN2C(=O)N/C(=C/c3cc(C)n(-c4cc(C)ccn4)c3C)C2=O)c1 was read as CHT inh inactive and Kir21 inh 1.6.

Brought forward from above: four compounds; new compounds follow.
Screening O=C(CN1C(=O)CSc2ccc(S(=O)(=O)N3CCCCC3)cc21)NCc1cccnc1 returned CHT inh inactive and Kir21 inh -0.63.
For c1ccc(-c2nnnc3ccccc23)cc1 the results were CHT inh inactive and Kir21 inh -1.8.
Cc1ccc(C)c(NC(=O)/C(C#N)=C/c2cn(CC(=O)NCc3ccco3)c3ccccc23)c1 was read as CHT inh inactive and Kir21 inh -2.3.
Cc1cccc(CN2C(=O)N/C(=C/c3cc(C)n(-c4cc(C)ccn4)c3C)C2=O)c1 was read as CHT inh inactive and Kir21 inh 1.6.
For COc1ccc(/C=N/NC(=O)c2cccc([N+](=O)[O-])c2)cc1OC(=O)c1ccccc1 the results were CHT inh inactive and Kir21 inh -2.2.
For COc1ccc(CC2SC(=Nc3ccc(F)cc3)NC2=O)cc1 (stereo not given) the results were CHT inh inactive and Kir21 inh 0.4.
`CC(C)Cn1ccc(=O)n(CC(C)C)c1=O` gave CHT inh inactive and Kir21 inh -2.2.
For COc1ccccc1OC(=O)CCN1c2ccccc2Sc2ccccc21 the results were CHT inh inactive and Kir21 inh -0.18.
Screening COC(=O)C1=C(N)Oc2cc(C)[nH]c(=O)c2C1c1ccncc1 (stereo not given) returned CHT inh inactive and Kir21 inh 1.7.
Screening CCc1nnc(NC(=O)c2ccc(S(=O)(=O)N3CCCC(C)C3)cc2)o1 (stereo not given) returned CHT inh inactive and Kir21 inh 0.07.
`O=C(Cn1ncc(N2CCOCC2)c(Br)c1=O)c1ccc(Cl)cc1` gave CHT inh inactive and Kir21 inh 1.2.
Screening Cc1nnc(N/N=C/c2c(Cl)cccc2Cl)n1N returned CHT inh inactive and Kir21 inh -1.
c1ccc(CC2CCN(c3ncnc4sccc34)CC2)cc1 was read as Kir21 inh 0.02.
CSc1nc2ccc(NC(=O)c3ccc(=O)n(C)n3)cc2s1 was read as CHT inh inactive and Kir21 inh -0.97.
For COC(=O)[C@]1(C)N[C@H](c2ccc(-c3ccc(F)cc3)cc2)[C@@H]2C(=O)N(C)C(=O)[C@@H]21 the results were CHT inh inactive and Kir21 inh 0.53.
For O=C(Cc1cccs1)N1CCN(c2cccc(Cl)c2)CC1 the results were CHT inh inactive and Kir21 inh -2.3.
`Cc1ccc2c(CSc3nnc(N)s3)cc(=O)oc2c1` gave CHT inh inactive and Kir21 inh -0.14.
Cc1ccc(NC(=O)CSc2nc(N)c3cc4c(nc3n2)CCCC4)cc1 was read as CHT inh inactive and Kir21 inh -0.68.
`O=S(=O)(NCc1ccc(Cl)cc1)c1ccc(Cl)nc1` gave CHT inh inactive and Kir21 inh -2.
For CC(=O)N1CCc2ccccc2C1CC(=O)O (stereo not given) the results were CHT inh inactive and Kir21 inh -1.5.
`CCOc1cc(C(=O)NC(C)Cc2cccs2)cc(OCC)c1OCC` (stereo not given) gave CHT inh inactive and Kir21 inh -0.24.
Screening O=c1c2ccccc2nc(-c2ccco2)n1/N=C/c1ccccc1O returned CHT inh inactive and Kir21 inh -0.64.
`Cc1cccc(N2C(=O)C3C4CC(C(Br)C4Br)C3C2=O)n1` (stereo not given) gave CHT inh inactive and Kir21 inh 2.2.
c1ccc(CSc2n[nH]c(-c3ccco3)n2)cc1 was read as CHT inh inactive and Kir21 inh 1.4.
Screening COc1ccc(-c2cc(C(=O)NCC3CCCO3)c3cc(C)ccc3n2)cc1 (stereo not given) returned CHT inh inactive and Kir21 inh -0.28.
CCOc1ccc(C(=O)Nc2c(C(N)=O)oc3ccccc23)cc1 was read as CHT inh inactive and Kir21 inh 2.
Screening CCOC(=O)c1cc2c(ccn2C)n1CC(=O)N1CCC(C)CC1 returned CHT inh inactive and Kir21 inh -0.04.
For Cc1ccc(N(C(=O)c2snc(C(N)=O)c2N)C(CC(C)C)C(=O)NC2CCCC2)cc1 (stereo not given) the results were CHT inh inactive and Kir21 inh -0.08.
Screening COc1ccc(C(=O)CNc2ccccc2CO)cc1 returned CHT inh inactive and Kir21 inh -1.
For CN(Cc1ccccc1)C(=C(Cl)Cl)/C(=C1/NCCN1C)[N+](=O)[O-] the results were CHT inh inactive and Kir21 inh -0.22.
Cc1ccc(C(=O)OC2OC(=O)C(Cl)=C2N2CCOCC2)cc1 (stereo not given) was read as CHT inh inactive and Kir21 inh 2.1.
CCCN1C(=O)/C(=C\C=C2/Sc3ccccc3N2CCO)SC1=S was read as CHT inh inactive and Kir21 inh -0.49.
`O=C(Nc1nnc(C2CC2)s1)c1cc(Cl)sc1Cl` gave CHT inh inactive and Kir21 inh 0.75.
`COc1cccc(C(=O)NNC(=O)C2CCCO2)c1` (stereo not given) gave CHT inh inactive and Kir21 inh 2.1.
Screening Cc1ccc(CNc2cnn(C34CC5CC(CC(C5)C3)C4)c(=O)c2Cl)cc1 returned CHT inh inactive and Kir21 inh -0.1.
For Cc1ccccc1C(=O)N[C@H](C(=O)Nc1ccc(Cl)c(Cl)c1)C(C)C the results were CHT inh inactive and Kir21 inh -1.3.
Screening CCn1c(COc2ccc(Cl)cc2)nnc1SC1CCc2ccccc2C1=O (stereo not given) returned CHT inh inactive and Kir21 inh -0.33.
For CCOCc1[nH]c(=S)[nH]c(=O)c1Cc1ccc(OC(C)C)cc1 the results were CHT inh inactive and Kir21 inh 0.94.
Screening CCOC(=O)C1=C(c2ccccc2)N=c2s/c(=C\c3ccco3)c(=O)n2C1c1cccs1 (stereo not given) returned CHT inh inactive and Kir21 inh -0.03.
For COC(=O)CN1C(=O)N/C(=C/c2cc3c(cc2OC)OCO3)C1=O the results were CHT inh inactive and Kir21 inh 0.79.

Reprinted at random: 6 records from the list.
Cc1ccc(C(=O)OC2OC(=O)C(Cl)=C2N2CCOCC2)cc1 (stereo not given) was read as CHT inh inactive and Kir21 inh 2.1.
Screening CCn1c(COc2ccc(Cl)cc2)nnc1SC1CCc2ccccc2C1=O (stereo not given) returned CHT inh inactive and Kir21 inh -0.33.
For COC(=O)CN1C(=O)N/C(=C/c2cc3c(cc2OC)OCO3)C1=O the results were CHT inh inactive and Kir21 inh 0.79.
For Cc1ccccc1C(=O)N[C@H](C(=O)Nc1ccc(Cl)c(Cl)c1)C(C)C the results were CHT inh inactive and Kir21 inh -1.3.
`COc1cccc(C(=O)NNC(=O)C2CCCO2)c1` (stereo not given) gave CHT inh inactive and Kir21 inh 2.1.
CCCN1C(=O)/C(=C\C=C2/Sc3ccccc3N2CCO)SC1=S was read as CHT inh inactive and Kir21 inh -0.49.

Further compounds:
Screening O=C(COC(=O)c1cnccn1)NCCc1ccc(Cl)cc1Cl returned CHT inh inactive and Kir21 inh 0.83.
Screening COC(=O)NNC(=S)NCc1ccc(C)cc1 returned CHT inh -6.7* and Kir21 inh 0.03.
`COc1ccc(-c2c(C#N)c(N)nc3c2c(=O)n(C)c(=O)n3C)cc1` gave CHT inh inactive and Kir21 inh 1.8.
`CCOC(=O)N1CCN(C(=O)CSc2nnc(-c3cccs3)o2)CC1` gave CHT inh inactive and Kir21 inh 0.66.
For Cc1cccc(OCC(=O)NCc2ccc(F)cc2)c1 the results were CHT inh inactive and Kir21 inh -1.6.
O=C(C(=O)N1CCCc2ccccc21)c1c[nH]c2ccccc12 was read as CHT inh inactive and Kir21 inh 0.83.
For Cc1ccc(OCCCN2CCOCC2)c([N+](=O)[O-])c1 the results were CHT inh -6.1* and Kir21 inh -0.6.
Screening Cc1cccc(Nc2nc(NCCCN3CCOCC3)nc(N)c2[N+](=O)[O-])c1 returned CHT inh inactive and Kir21 inh -0.48.
COc1cccc(OC)c1C(=O)Nn1c(-c2cccc(C)c2)nc2ccccc2c1=O was read as CHT inh inactive and Kir21 inh -0.18.
COc1ccc(-c2nnc(SC(C)C(=O)Nc3nccs3)n2-c2ccccc2)cc1OC (stereo not given) was read as CHT inh inactive and Kir21 inh 1.3.
Screening Cc1ccc(C)c(C(=O)COC(=O)CCCC(=O)Nc2cc(C(F)(F)F)ccc2Cl)c1 returned CHT inh inactive and Kir21 inh 0.74.
Screening Cc1cccc(OCCCSc2nc3ccccc3[nH]2)c1 returned CHT inh inactive and Kir21 inh -3.1.
Screening O=C(Nc1nc(-c2ccccc2)cs1)c1ccc(N2CCOCC2)c([N+](=O)[O-])c1 returned CHT inh inactive and Kir21 inh -1.5.
`Cc1cc(Cl)nc(-c2ccccc2O)n1` gave CHT inh inactive and Kir21 inh 1.1.
For O=C(NCCCN1CCOCC1)c1ccc2c(c1)N(Cc1cccc(Cl)c1)C(=O)c1ccccc1S2=O (stereo not given) the results were CHT inh inactive and Kir21 inh 0.07.
For Cc1nn(C)c(Oc2ccc(Cl)cc2)c1C(=O)O the results were CHT inh inactive and Kir21 inh -0.15.
COc1ccc(C)cc1NC(=O)CSc1nnc(-c2ccc(OC)c(OC)c2)n1N was read as CHT inh inactive and Kir21 inh 0.36.
Screening Cc1noc(C)c1CN1C(=O)c2ccccc2C1=O returned CHT inh inactive and Kir21 inh 1.
CCOC(=O)c1cnc2c(c(C)nn2C)c1Oc1ccccc1F was read as CHT inh inactive and Kir21 inh -1.9.
CCC(=Nc1ccccc1OC)C1=C(O)CC(c2ccccc2)CC1=O (stereo not given) was read as CHT inh inactive and Kir21 inh 0.11.
Screening CC(=O)NC1C(=O)N(CCN2CCOCC2)c2ccc(Cl)cc21 (stereo not given) returned CHT inh inactive and Kir21 inh -0.67.
Screening CC(C)(C)C(=O)NC(=S)Nc1ccccc1C(N)=O returned CHT inh inactive and Kir21 inh 0.98.
Screening O=C(NCc1ccco1)C1CCCN(S(=O)(=O)c2ccc(Cl)cc2)C1 (stereo not given) returned CHT inh inactive and Kir21 inh -0.21.
For CCN(C(=O)CCCC(=O)N(CC)c1ccccc1)c1ccccc1 the results were CHT inh inactive and Kir21 inh -0.68.
Screening C/C(=N/NC(=O)CC1N=C(Cc2ccccc2)NNC1=O)c1cccnc1 (stereo not given) returned CHT inh inactive and Kir21 inh -1.3.
O=C(Oc1ccccc1)c1cccnc1Oc1ccccc1 was read as CHT inh inactive and Kir21 inh 1.7.
CCCc1c(C)nc(N2CCN(c3ccccc3F)CC2)[nH]c1=O was read as CHT inh inactive and Kir21 inh -0.54.
For O=C(c1ccccc1)N1CCN(C(=O)c2nn3c(C(F)(F)F)cc(-c4ccco4)nc3c2Cl)CC1 the results were CHT inh inactive and Kir21 inh -0.36.
O=C(CN1CCN(Cc2ccccc2F)CC1)Nc1ccccc1Cl was read as CHT inh inactive and Kir21 inh 0.52.
Screening NS(=O)(=O)c1ccc(CCNC(=O)C2CCCN2C(=O)OCc2ccccc2)cc1 (stereo not given) returned CHT inh inactive and Kir21 inh -0.19.
For CC(C)OCCCNC(=O)Cn1ccc2cc(S(=O)(=O)N3CCCCC3)ccc21 the results were CHT inh inactive and Kir21 inh -0.02.
`Cc1nn(-c2ccccc2)c(-c2ccccc2)c1C(=O)O` gave CHT inh inactive and Kir21 inh -1.5.
Nc1nc(-c2ccc(Cl)cc2Cl)cn1N was read as CHT inh inactive and Kir21 inh -0.42.
`COC(=O)c1ccc(S(=O)(=O)N2CCCN(Cc3ccccc3)CC2)n1C` gave CHT inh inactive and Kir21 inh -0.02.
Screening O=C(Nc1cccc(Cl)c1)N(CCN1CCOCC1)Cc1cccc(Cl)c1 returned CHT inh inactive and Kir21 inh -0.68.
`O=C(C1CCN(S(=O)(=O)c2cccc3nsnc23)CC1)N1CCCCC1` gave CHT inh inactive and Kir21 inh -0.11.
`COc1ccc2[nH]c(=O)c(-c3noc(-c4ccc(F)cc4)n3)cc2c1` gave CHT inh inactive and Kir21 inh 0.77.

Source: PubChem BioAssay
